HCV inhibitor: blocks hepatitis C virus. Huh7.5.1 HCVcc-Cre infection, luciferase reporter, 44 h. Potency, µM (top dose mostly 41.8 µM), without a hit: at the top dose activity change, negative = inhibition, hits mostly inhibitors. 340,000 tested, 3.4% active. AID 651820; also: potency is read from the fitted curve at half-maximal effect
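Compounds are dispensed onto cells plated 4 h earlier at 1,000 per well, with HCVcc-Cre virus (about 0.5 moi) added next. Following 44 h of culture, luminescent signal is measured for 15 sec after 15 min with substrate at room temperature.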
AmpC no deterg: inhibitors of E. coli AmpC beta-lactamase without detergent. Potency, µM (highest dose often 57.1 µM), for the others: top-dose activity change, negative = inhibition, hits mostly inhibitors. P00811. AID 485341. 330,000 tested, 0.52% active. AmpC nitrocefin hydrolysis, absorbance 480 nm, 0.0001% Triton;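 also: potency is read from the fitted curve at half-maximal effect; plate controls were no compound for no effect and no enzyme for full effect; nearly all actives have a fitted effect of over 20% in size; some results filed as inactive show a strong effect at the top dose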
Target sequence (P00811 whole entry, looked up): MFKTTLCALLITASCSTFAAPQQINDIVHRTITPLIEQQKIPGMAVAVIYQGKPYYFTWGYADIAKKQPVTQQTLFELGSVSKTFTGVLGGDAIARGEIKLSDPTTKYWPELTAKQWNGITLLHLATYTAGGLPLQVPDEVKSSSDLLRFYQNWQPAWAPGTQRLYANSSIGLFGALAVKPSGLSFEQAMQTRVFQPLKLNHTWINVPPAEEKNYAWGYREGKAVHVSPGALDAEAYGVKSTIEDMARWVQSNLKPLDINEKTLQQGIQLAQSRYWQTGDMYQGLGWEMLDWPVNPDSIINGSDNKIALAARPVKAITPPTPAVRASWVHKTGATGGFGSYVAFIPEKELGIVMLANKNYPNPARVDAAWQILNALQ
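AmpC (5.3 nM in the dispensed reagent) in 20 mM phosphate pH 7.0 with 0.01% (detergent screen) or 0.0001% Triton X-100 was preincubated with compounds for 15 min at room temperature. Nitrocefin was then added from an 800 uM solution, and hydrolysis was followed at 480 nm.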
AmpC detergent: AmpC beta-lactamase inhibition with detergent present | AmpC hydrolysis of nitrocefin, absorbance 480 nm, 0.01% Triton | P00811 | AID 485294 | Potency, µM (highest dose often 114 µM), for inactives: at the top dose activity change, negative = inhibition, actives largely listed as inhibitors | 370,000 tested, 0.041% active;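 also: potency is read from the fitted curve at half-maximal effect; 0% = no-compound wells and -100% = no-enzyme wells; nearly all actives have a fitted effect of over 25% in size; some results filed as inactive show a strong effect at the top dose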
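20 mM phosphate pH 7.0 + 0.01% (detergent screen) or 0.0001% Triton X-100; 5.3 nM AmpC reagent; cpd preinc 15 min RT; nitrocefin (800 uM stock) to start; A480 q20 s × 4 min; Activity was normalised to no-enzyme and no-compound control wells.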
HCMV inh: human cytomegalovirus inhibition; HFF cells, HCMV-luciferase reporter, 72 h; hits give low values; activity change, negative = inhibition, % at 57.5 µM; 410,000 tested, 4.5% active; in the data active = activity change below about -60%; inconclusive = no clear call, values can overlap the other calls; inactive = above about -39%
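Luciferase read-out from HCMV-luciferase-infected HFFs (MOI 1 PFU/cell) 72 h post infection at 37C; compounds added after 16 h cell attachment; activity normalized between buffer-only basal and Salinomycin (10uM) inhibitor controls.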
LmPK inh: LmPK (Leishmania mexicana) enzyme inhibition | Q27686 | purified LmPK, Kinase-Glo ATP luminescence, 1 h | Potency, µM (top dose mostly 57.5 µM), for the others: at the highest dose activity change, negative = inhibition, usual class: inhibitors | 290,000 tested, 0.37% active | AID 1721; also: potency is read from the fitted curve at half-maximal effect
Target sequence (Q27686 whole entry, looked up): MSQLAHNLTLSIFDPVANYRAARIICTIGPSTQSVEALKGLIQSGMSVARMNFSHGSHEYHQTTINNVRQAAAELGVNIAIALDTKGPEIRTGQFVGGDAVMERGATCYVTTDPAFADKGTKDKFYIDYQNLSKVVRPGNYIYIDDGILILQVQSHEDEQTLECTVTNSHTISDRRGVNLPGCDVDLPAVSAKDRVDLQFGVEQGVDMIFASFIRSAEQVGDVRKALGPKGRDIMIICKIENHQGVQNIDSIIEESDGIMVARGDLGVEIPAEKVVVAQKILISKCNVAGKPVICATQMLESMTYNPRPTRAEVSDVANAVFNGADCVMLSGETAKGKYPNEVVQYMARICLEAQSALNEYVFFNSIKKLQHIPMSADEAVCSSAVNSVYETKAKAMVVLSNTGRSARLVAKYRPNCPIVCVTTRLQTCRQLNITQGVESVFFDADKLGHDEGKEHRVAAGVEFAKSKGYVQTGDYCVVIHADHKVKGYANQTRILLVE
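0.1 nM LmPK, 0.5 mM PEP, 0.1 mM ADP; 50 mM imidazole pH 7.2, 7 mM MgCl2, 50 mM KCl; 1 h RT. Kinase-Glo luminescence readout, normalized to no-enzyme (full inhibition) and uninhibited wells.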
AMA1 RON2 block: disrupts binding of P. falciparum AMA1 to RON2; AlphaScreen AMA1-biotinylated RON2 peptide binding; Potency, µM (titrated, usually from 58.2 µM), for inactives: at the top dose activity change, negative = inhibition, most hits filed as inhibitors; 360,000 tested, 0.2% active;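 also: potency is read from the fitted curve at half-maximal effect; 0% = vehicle wells and -100% = peptide control; nearly all actives have a fitted effect of over 45% in size; some results filed as inactive show a strong effect at the top dose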
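AMA1 (3D7) with his tag at 25 nM final met compounds first, then biotinylated RON2 peptide at 25 nM; detection used donor plus acceptor beads, 10 µg/mL apiece, read by AlphaScreen after 30 min at room temperature.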
Tb PYK inh: inhibitors of Trypanosoma brucei pyruvate kinase; Q57TT1; TbPYK enzyme, Kinase-Glo Plus ATP luminescence, 45 min; Potency, µM (doses to about 76.8 µM), for inactives: at the highest dose activity, negative = inhibition, most hits filed as inhibitors; 410,000 tested, 0.12% active; AID 624173; also: potency is read from the fitted curve at half-maximal effect; nearly all actives have a fitted effect of over 50% in size
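Luminescence from Kinase-Glo Plus, added after a 45-minute room-temperature reaction, served as the end-point read-out. The enzyme and substrate were preincubated with compound before ADP (130 uM final) initiated turnover. Concentration-effect curves came from normalized qHTS data.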
An asterisk follows results filed as active; ? = inconclusive; nt = no result given; [ ] = remark or other dose. Unless noted, calls follow the shape of the dose curve; as a rule, active = well fitted curve in the direction sought with a large enough effect; inconclusive = small, poorly fitted or top-dose-only effect, or another doubt; inactive = no such curve, though single readings can be large; an effect the other way counts as inactive or inconclusive. Unless noted, % is scaled to controls: 0 for no effect and ±100 for the full control effect.

SMILES | HCV inhibitor | AmpC no deterg | AmpC detergent | HCMV inh | LmPK inh | AMA1 RON2 block | Tb PYK inh
CC(=O)NC12CC3CC(C1)CC(C(=O)N1CCN(S(=O)(=O)c4cccc(C(F)(F)F)c4)CC1)(C3)C2 | 20% | 211%[activator] | -18% | ? | nt | 7% | -7%
OCC1(Cc2cccc(Cl)c2)CCCN(Cc2cn[nH]c2C2CCCCC2)C1 (stereo not drawn) | -1% | 67%[activator] | 2% | -27 | 4% | ? | 1%
Fc1ccc(-c2nnc3ccccn23)cc1 | 13% | -12% | 3% | 4 | 4% | -1% | -9%
COc1ccc(OC)c(/C=C/C(=O)Nc2cccc(S(=O)(=O)N3CCCC3)c2)c1 | ? | -57% | -8% | ? | 0% | 31%[activator] | 8%
CC(NC(=O)NCc1cccnc1)(C(F)(F)F)C(F)(F)F | 6% | -8% | ? | 20 | 4% | -1% | -5%
CSc1nnc(Cn2c(=O)sc3ccccc32)n1C | 11% | -8% | -1% | 6 | -3% | 7% | -3%
N/C(=N/S(=O)(=O)c1ccccc1)c1cccc([N+](=O)[O-])c1 | -12% | -22% | 0% | 5 | 7% | 1% | 3%
CCn1c(/C=C/N(C)c2ccccc2)[n+](CC)c2ccc(Cl)cc21 | 32µM* | 12% | 2% | -94* | -1% | 3% | 0%
CCN1CCN(Cc2ccc(OC(F)(F)F)cc2)CC1 | -17% | -9% | ? | 48 | -4% | -9% | 2%
O=C1CSC(c2ccccn2)N1c1ccccc1F (stereo not drawn) | -4% | -14% | 2% | 19 | 3% | 14% | -4%
Cc1ccnc(NS(=O)(=O)c2cc(C(F)(F)F)ccc2Cl)c1 | nt | 10% | -7% | 61 | -1% | nt | nt
O=C(Nc1ncc(Cc2cccc([N+](=O)[O-])c2)s1)c1ccco1 | ? | -23% | 3% | -72* | 7% | 21% | 1%
Cc1cc(C)c(NC(=O)COc2ccc(-n3cnnn3)cc2)c(C)c1 | 14% | -4% | -1% | 43 | -4% | -6% | 0%
O=C1CCC(C(=O)N(CCO)Cc2ccccc2)CN1CCc1cccc(F)c1 (stereo not drawn) | nt | nt | nt | -19 | nt | 2% | 1%
CCN1C(=O)CSC1=Nc1ccccc1Cl | 19% | -4% | -9% | 5 | 0% | 2% | -9%
Cc1csc(=O)n1CC(=O)OCC(=O)NC(C)c1ccc(F)cc1 (stereo not drawn) | -5% | -26% | 1% | 26 | nt | 7% | -6%
CC1(c2ccccc2)NC(=O)N(CC(=O)N2CCN(S(=O)(=O)c3c(F)cccc3F)CC2)C1=O (stereo not drawn) | 18% | 25% | nt | -38 | nt | -19% | -8%
CCOC(=O)c1c(C)[nH]c(C(=O)OC(C)C(=O)NC2(C#N)CCCCC2)c1C (stereo not drawn) | nt | nt | nt | ? | nt | -15% | -10%
CCCCN(C(=O)Cc1coc2cc(C)c(C)cc12)c1c(N)n(Cc2ccccc2)c(=O)[nH]c1=O | ? | -32% | -13% | 12 | nt | -4% | 0%
COc1ccc(-c2cc3nc(C)c(CCC(=O)NCc4ccco4)c(C)n3n2)c(OC)c1 | -6% | 184%[activator] | -5% | -9 | 2% | -11% | -6%
CC(C)Cn1nc(C(=O)Nc2nnc(C3CC3)s2)c2ccccc2c1=O | 2% | 26% | -10% | -6 | nt | 36%[activator] | 6%
CCn1cc(C(=O)NCCCN2CCN(C)CC2)c(=O)c2cc(S(=O)(=O)N3CCc4ccccc4C3)ccc21 | 5% | 180%[activator] | 2% | -6 | -3% | 5% | 1%
COc1ccc(OC)c(S(=O)(=O)Nc2cnc3ccccc3c2)c1 | -1% | -13% | -19% | -30 | 2% | -5% | -9%
C/C(=N\NC(N)=S)C12CC3CC(CC(C3)C1)C2 | ? | -33% | -2% | -69* | -3% | 24% | 4%
O=c1[nH]c(N2CCN(c3ccccc3)CC2)nc2c1CCC2 | 7% | -27% | -6% | 29 | -7% | -4% | 8%

The results go on:
SMILES | HCV inhibitor | AmpC no deterg | AmpC detergent | HCMV inh | LmPK inh | AMA1 RON2 block | Tb PYK inh
COc1ccc2cc(C(=O)N3CCN(Cc4ccc5c(c4)OCO5)CC3)[nH]c2c1 | 10µM* | 19% | 5% | 0 | -8% | 0% | -7%
N=c1c[n+](CC23CC4CC(CC(C4)C2)C3)[n-]o1 | 6% | -8% | -14% | -75* | -1% | -3% | -9%
CCC(C)(C)n1nnnc1C(c1ccccc1OC)N1CCSCC1 (stereo not drawn) | 3% | 16% | 1% | -24 | 1% | -2% | 0%
CC1CCN(C(=O)COC(=O)CCC(=O)c2ccc(F)cc2)CC1 | -23% | -11% | nt | -1 | nt | -1% | 5%
COC(=O)C1(C(=O)OC)C2C(=O)C3C(C21)C3(C(=O)OC(C)(C)C)C(=O)OC(C)(C)C (stereo not drawn) | nt | nt | nt | -9 | nt | 4% | 0%
O=C(COc1ccc2c3c(c(=O)oc2c1)CCC3)N1CCN(c2ccc(F)cc2)CC1 | ? | 31% | -8% | 57 | -1% | -11% | 6%
COc1ccc(CC(=O)NCC(c2cccs2)S(=O)(=O)c2ccc(F)cc2)cc1 (stereo not drawn) | nt | nt | 3% | -2 | nt | nt | 6%
Cc1c(Cl)cccc1NC(=O)CCC(=O)c1cccs1 | 27% | -16% | 3% | 25 | 2% | 0% | -7%
N#Cc1c(NC(=S)NC(=O)c2ccccc2)sc2c1CCC2 | -1% | -12% | -12% | 47 | 1% | 77%[activator] | -12%
Cc1cccc(NC(=O)c2ccc(Cl)c(S(=O)(=O)N3CCCCC3)c2)n1 | ? | -13% | 0% | -11 | nt | -2% | -12%
O=C(COC(=O)/C=C/c1ccccc1)NC1CCCCCC1 | ? | -21% | -1% | -4 | nt | 10% | -4%
CCCCCC(=O)N1C[C@H](n2cc(-c3ccc(F)cc3)nn2)[C@@H](O)C[C@@H]1c1ccc(C)cc1 | nt | nt | nt | 17 | nt | -5% | -17%
COC(=O)c1[nH]c2ccccc2c1NC(=O)c1c(F)cccc1F | -14% | -22% | -3% | -13 | 3% | 2% | 1%
COC(=O)c1cc(Br)c(=O)n(CC(C)C)c1 | -17% | -16% | 0% | -16 | 4% | 6% | 3%
CCN(CC(=O)Nc1ccc(OC)cc1)C(=O)Cc1ccc(OC)c(S(=O)(=O)N2CCOCC2)c1 | 6% | 1% | 2% | 41 | nt | 68%[activator] | -8%
NS(=O)(=O)c1ccc(NC(=O)c2cc(-c3cc(Cl)ccc3O)n[nH]2)cc1 | -15% | -35% | 1% | ? | 1% | 103%[activator] | 5%
COCCn1c(C)cc2c(c1=O)C(c1ccccc1F)C(C#N)=C(N)O2 (stereo not drawn) | 3% | -11% | 2% | 45 | -1% | -2% | 7%
CCN(C(=O)COc1ccc(C)cc1OC)c1cccc2ccccc12 | ? | 63%[activator] | nt | 71 | nt | 5% | 1%
CN(C(=O)COC(=O)c1ccc2c(c1)OCCO2)C1CCCCC1 | 33%[activator] | 0% | -13% | -5 | nt | -5% | 1%
COc1ccc(C(=O)NCC(c2ccco2)N2CCc3ccccc32)cc1OC (stereo not drawn) | ? | 49% | 2% | -6 | nt | -28% | -2%
COc1ccc(-c2nc(CSCC(=O)N3CCN(c4ccccc4)CC3)c(C)o2)cc1 | nt | nt | -8% | -65* | nt | nt | -1%
O=C1NC[C@H](Cc2ccccc2)N(C[C@@H]2CCCN2C[C@H](Cc2ccccc2)N2C[C@H](Cc3ccccc3)N(CCc3ccccc3)C(=O)C2=O)C1=O | nt | nt | nt | ? | nt | 0% | -15%
CC(=O)Nc1cccc(OCC(O)Cn2c(C)nc3ccccc32)c1 (stereo not drawn) | 6% | -13% | 8% | ? | 2% | 17% | 2%
Cc1noc(-c2ccccc2)c1NC(=O)Nc1ccc(Cl)cc1 | -15% | -54% | -6% | ? | 1% | 2% | 4%
CN1CCN(c2ccc(NC(=O)COc3cccc4ccccc34)cc2)CC1 | -18% | 68%[activator] | -8% | -8 | 0% | -18% | 1%

Next records.
SMILES | HCV inhibitor | AmpC no deterg | AmpC detergent | HCMV inh | LmPK inh | AMA1 RON2 block | Tb PYK inh
O=C(CCn1cnc2ccccc21)N/N=C/C=C/c1ccccc1 | 5% | -22% | -10% | 0 | 3% | 21% | -6%
S=c1[nH]nc(C2CCCCC2)n1/N=C/c1ccco1 | 18% | -30% | -8% | -14 | 3% | 27% | ?
CCN(CC)c1ccc2cc(-c3nc(-c4ccccc4)no3)c(=O)oc2c1 | nt | nt | 1% | 67 | nt | nt | -7%
Cc1ccc2c(Cl)cc(Cl)c(OCC(=O)N3CCCC3)c2n1 | 21% | 37% | 0% | 7 | 6% | 14% | -4%
CCc1cnc2c(c1SCC(=O)c1ccc(OC)cc1)c(=O)n(C)c(=O)n2C | nt | nt | 3% | -6 | nt | nt | 0%
Oc1ccc(N=Nc2ccccc2)o1 | -4% | -14% | -5% | 17 | -17% | -1% | -5%
O=C(NNCc1ccccc1)c1ccccc1 | 4% | nt | nt | 66 | nt | 10% | -6%
COC(=O)c1ccc(NC(=O)Cn2nnc3ccccc32)cc1 | 1% | -33% | ? | 24 | -2% | 0% | -1%
Cc1cc(C(=O)Nc2ccc(Cl)c(S(=O)(=O)N3CCOCC3)c2)c2ccccc2n1 | ? | 148%[activator] | 1% | 4 | nt | -19% | -6%
CCOCCn1c(=NC(=O)CSCC(=O)N2CCOCC2)sc2cc(OC)ccc21 | 0% | 81%[activator] | 0% | 10 | 0% | -2% | 0%
CC1CC(NC(=O)N(C)C)N(C)C(=O)N1 (stereo not drawn) | 16% | -1% | ? | 23 | 4% | -11% | 1%
COc1ccc(OC)c(CNC(=O)CCCc2cn(C)c3ccccc23)c1 | ? | 32% | -10% | -6 | 0% | -29% | -4%
CC1CN(c2sc(S(C)(=O)=O)nc2S(=O)(=O)c2ccc(Cl)cc2)CC(C)O1 (stereo not drawn) | 17% | 10% | -7% | -29 | 0% | 11% | 5%

3 compounds picked at random from those above:
SMILES | HCV inhibitor | AmpC no deterg | AmpC detergent | HCMV inh | LmPK inh | AMA1 RON2 block | Tb PYK inh
S=c1[nH]nc(C2CCCCC2)n1/N=C/c1ccco1 | 18% | -30% | -8% | -14 | 3% | 27% | ?
CCOCCn1c(=NC(=O)CSCC(=O)N2CCOCC2)sc2cc(OC)ccc21 | 0% | 81%[activator] | 0% | 10 | 0% | -2% | 0%
CC1CN(c2sc(S(C)(=O)=O)nc2S(=O)(=O)c2ccc(Cl)cc2)CC(C)O1 (stereo not drawn) | 17% | 10% | -7% | -29 | 0% | 11% | 5%

Screening results: PubChem, National Center for Advancing Translational Sciences (NCATS)

Compounds were not picked by outcome. About 7.5% of those tested had a hit in this group.
